ST2 IL33 inh: blocks human ST2 binding to IL-33. AID 1259354. Q01638. inhibition, % for hits at 17 µM. 78,000 compounds, 2.3% hits. AlphaLISA ST2-Fc/biotin-IL-33 interaction, 1 h; in the data active = inhibition above about 30%; inconclusive = mostly about 10% to 28%
Target sequence (Q01638 whole entry, looked up): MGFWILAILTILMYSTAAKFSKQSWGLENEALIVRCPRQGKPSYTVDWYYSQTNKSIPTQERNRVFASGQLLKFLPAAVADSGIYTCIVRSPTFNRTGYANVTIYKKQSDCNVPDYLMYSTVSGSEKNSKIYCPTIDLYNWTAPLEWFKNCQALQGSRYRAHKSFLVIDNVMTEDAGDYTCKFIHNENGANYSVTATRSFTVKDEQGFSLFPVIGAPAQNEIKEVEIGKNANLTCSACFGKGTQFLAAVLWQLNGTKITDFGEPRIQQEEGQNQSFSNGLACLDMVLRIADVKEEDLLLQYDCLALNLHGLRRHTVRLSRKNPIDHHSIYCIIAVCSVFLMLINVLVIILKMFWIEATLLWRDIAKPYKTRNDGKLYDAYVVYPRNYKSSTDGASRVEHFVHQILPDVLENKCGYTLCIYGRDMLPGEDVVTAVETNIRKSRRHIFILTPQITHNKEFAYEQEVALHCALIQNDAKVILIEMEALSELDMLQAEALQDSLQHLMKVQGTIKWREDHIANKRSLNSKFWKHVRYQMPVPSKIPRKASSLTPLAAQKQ
* hit, by the source's call; i = inactive; ? = inconclusive; ! = not confirmed by another sample. An excerpt, so the mix of outcomes need not match the whole.

molecule,ST2 IL33 inh
CCOC(=O)Cn1c(=O)n(-c2ccc(F)cc2)c2nc(-c3ccccc3Cl)nc(C(N)=O)c21,i
Cc1ccc([N+](=O)[O-])cc1N1C(=O)/C(=C\c2ccccc2)N=C1c1ccccc1,40.0%*
O=C1c2ccccc2-c2c1cccc2C(=O)N1CCCCC1,?
CN(Cc1ccccc1)Cc1nc(C(c2ccccc2)c2ccccc2)no1,i
COc1cc(Cl)ccc1C(=O)NCc1cccnc1N(C)C,?
COc1ccc2c(c1)CCc1c(C(=O)NCCN3CCOCC3)noc1-2,i
CNCc1cn(C[C@H]2O[C@@H](CC(=O)N3CCC[C@@H]3COC)[C@H](O)[C@@H]2O)nn1,i
O=C(NCCO)C(=O)Nc1ccc(Cl)cc1,i
O=C(NCCc1ccccc1)c1ccc2c(c1)NC(=O)C(N1CCCC1)S2 (stereo unspecified),?
CCOc1ccc(C2CC(c3ccc(C)cc3)Nc3nc(N)nn32)cc1 (stereo unspecified),i
Cc1c(C)c2c(c(C)c1O)CCC(C)(C(=O)Nc1cnc3n1CCCC3)O2 (stereo unspecified),i
COc1cc(OC)c(OC)cc1/C=C1\SC(N2CCOCC2)=NC1=O,?
CCc1cc(N2CCNC(C(=O)O)C2)nc(N2CCOCC2)n1 (stereo unspecified),i
CC(=O)c1ccc(NC(=O)c2cccs2)cc1,i
CC1CCC(N2CCN(S(=O)(=O)c3ccc(Cl)cc3)CC2)CC1 (stereo unspecified),i
CC(C)(C)c1nnc(Nc2ccc3c(c2)OCO3)[nH]c1=O,i
CCN(Cc1ccccc1)S(=O)(=O)c1cc(Cl)ccc1Cl,i
CN1CCN(C(=O)c2ccccc2[N+](=O)[O-])CC1,?
COc1cc(Cl)cc2cc(C(=O)N3CCCC4(CC3)CNC(=O)O4)oc12 (stereo unspecified),i
CC(C)(C)C(=O)N1CC=C2C(C#N)=C(N)C(C#N)(C#N)C(c3ccoc3)C2C1 (stereo unspecified),i
COCCn1c(CCCC(=O)NCc2ccc(OC(C)C)cc2)nc2cccnc21,i
COc1ccc(CN2CC[C@H](c3nc4ncccc4[nH]3)C2)cc1,i
O=C(NCCCN1CCOCC1)c1cc(Nc2ccccc2)nc2ccccc12,i
CCN(Cc1ccccc1)S(=O)(=O)c1ccc([N+](=O)[O-])cc1,?

Some of the entries so far, as labelled records.
> CC1CCC(N2CCN(S(=O)(=O)c3ccc(Cl)cc3)CC2)CC1 (stereo unspecified)
  ST2 IL33 inh: i
> CCc1cc(N2CCNC(C(=O)O)C2)nc(N2CCOCC2)n1 (stereo unspecified)
  ST2 IL33 inh: i
> O=C(NCCCN1CCOCC1)c1cc(Nc2ccccc2)nc2ccccc12
  ST2 IL33 inh: i
> CC(C)(C)c1nnc(Nc2ccc3c(c2)OCO3)[nH]c1=O
  ST2 IL33 inh: i

The list continues:
molecule,ST2 IL33 inh
CCCn1cc2c(c1-c1ccc(OC)cc1)c(=O)n(C)c(=O)n2C,i
COc1ccc(C2(CNC(=O)c3ccccc3Cl)CCOCC2)cc1,i
CC(C)C(=O)Nc1sc2c(c1-c1nc3ccccc3s1)CCN(C)C2,i
N#CC1=C2SCN(c3ccc(F)cc3)CN2C(=O)CC1c1ccccc1 (stereo unspecified),i
CCN1CCCC1CNC(=O)C1c2cc(OC)c(OC)cc2C(=O)N(C)C1c1cccs1 (stereo unspecified),i
CCN(CC)c1ccc(C2CC(=O)C3=C(C2)Nc2ccccc2N(C(C)=O)C3c2ccccc2)cc1 (stereo unspecified),i
O=C(CCC(=O)N1CCN(c2ccccc2F)CC1)N1CCN(c2ccccc2F)CC1,i
N#Cc1cccc(-c2ccnc(N[C@H]3CO[C@H]4[C@@H]3OC[C@H]4OC(=O)Nc3ccc(Oc4ccccc4)cc3)n2)c1,?
O=C(Nc1cccc2c1CCC2)c1ccc(CN2CCOCC2CO)cc1 (stereo unspecified),?
O=C(CC1CCS(=O)(=O)C1)NCc1cnn2ccccc12 (stereo unspecified),?
O=C(Nc1cc(Cl)c(Cl)cc1Cl)c1ccccc1Cl,i
Cc1[nH]c2ccc(CNC(=O)CCN(C)C3CCS(=O)(=O)C3)cc2c1C (stereo unspecified),?
CC(=O)Nc1ccc(CN2CCOC(Cc3ccccc3)C2)cc1 (stereo unspecified),?
Cc1cc(C)c(S(=O)(=O)N2CCC(n3c(C)nc4cccnc43)CC2)c(C)c1,?
O=C(Nc1nnc(-c2ccccc2)s1)C1CCCCC1,?
CN(CCCC(=O)n1cnc2ccccc21)S(=O)(=O)c1ccc(Cl)cc1,i
C=CCn1c(C(C)NC(=O)c2cccc(C)c2)nc2ccccc21 (stereo unspecified),?
O=C(COc1ccc(F)cc1)N1CCc2c(nc(-c3cccnc3)[nH]c2=O)C1,?
CCOc1ccc(-c2cnc(-c3cc(CC)no3)[nH]2)cc1,i
CCC1=NC(c2ccc(OC)c(OC)c2)N(O)C1(C)C (stereo unspecified),i
CCCNC(=O)CCS(=O)(=O)c1cc(Br)cc2c1N(C(C)=O)CC2,i
CCOc1ccc(S(=O)(=O)N=C2C=C(Nc3cccc(C)c3)C(=O)c3ccccc32)cc1,90.0%*
O=C(Cc1ccccc1)Nc1c(C(=O)Nc2cccc(F)c2)oc2ccccc12,i
CCCc1cc(=O)oc2cc(OCc3ccccc3)ccc12,i

4 entries from above in another layout.
O=C(Nc1nnc(-c2ccccc2)s1)C1CCCCC1
  ST2 IL33 inh: ?
CN(CCCC(=O)n1cnc2ccccc21)S(=O)(=O)c1ccc(Cl)cc1
  ST2 IL33 inh: i
C=CCn1c(C(C)NC(=O)c2cccc(C)c2)nc2ccccc21 (stereo unspecified)
  ST2 IL33 inh: ?
O=C(COc1ccc(F)cc1)N1CCc2c(nc(-c3cccnc3)[nH]c2=O)C1
  ST2 IL33 inh: ?

(more compounds)
molecule,ST2 IL33 inh
Cc1ccc(OCc2cc(=O)n3oc(C)cc3n2)c(NC(=O)COc2ccccc2C)c1,i
CC(C)N(C(=O)c1cnc2n(c1=O)CCS2)C(C)C,i
CN(C/C=C/c1ccccc1)Cc1ncccc1C(=O)O,?
CC(C)(COC(=O)CN1CCCCC1)COC(=O)CN1CCCCC1,i
O=C(O)[C@H]1O[C@@H](Oc2cc3oc(-c4ccccc4)cc(=O)c3c(O)c2O)[C@H](O)[C@@H](O)[C@@H]1O,?
Cc1cc(C)n(CC(C)NCc2nc(-c3cccnc3)no2)n1 (stereo unspecified),i
COc1cc(NS(=O)(=O)c2ccc(NC(=O)c3ccco3)cc2)ncn1,i
COc1ccc(C2C(=C(O)c3ccc(C)cc3)C(=O)C(=O)N2CCN2CCOCC2)cc1 (stereo unspecified),i
Cc1ccc(NC(=O)CSc2cn(CCNC(=O)c3ccccc3F)c3ccccc23)cc1,i
COc1ccc(C2CC(=O)C3=C(C2)Nc2ccccc2NC3c2c(F)cccc2Cl)cc1 (stereo unspecified),i
c1cnc(NC2CCN(c3nc(-c4ccncc4)nc4c3CNC4)CC2)nc1,i
O=C(O)CN(CCN(CC(=O)O)CC(=O)O)CCN(CC(=O)O)CC(=O)O,i
CNc1ncnc2c1C(c1cccc([N+](=O)[O-])c1)c1c(NC)ncnc1O2,i
Cc1[nH]c2ccccc2c1C(=O)CCC(=O)O,i
Cc1ccc(N=Cc2nc(-c3ccc(Cl)cc3)oc2O)cc1Cl,?
COc1ccccc1OCC(=O)N1CCCC(Nc2cccc(F)c2)C1 (stereo unspecified),i
Cc1ccccc1-c1nc(CSCC(=O)N2CCN(c3ccccn3)CC2)c(C)o1,?
COc1ccc(Cn2c(Cc3ccncc3)n[nH]c2=O)cc1,i
COc1ccc(NC(=O)c2oc3ccccc3c2NC(=O)COc2ccccc2)c(OC)c1,i
c1cncc(COC2CCCN(Cc3ccc4nonc4c3)C2)c1 (stereo unspecified),i
CNc1ncccc1C(=O)NCC1CCN(Cc2cnc(C)[nH]2)C1 (stereo unspecified),?
Cc1ccn2c(=O)cc(COc3cccc(NC(=O)c4ccccc4)c3)nc2c1,i
Cc1cccc(OCc2nnc(SCC(=O)Nc3cccc(Cl)c3Cl)o2)c1,i
CCN(CC)c1ncccc1CNC(=O)CN1CC(c2ccccc2)CC1=O (stereo unspecified),i
CCc1c(C)sc(NC(=O)c2cc(-c3ccc(F)cc3)on2)c1C#N,i
O=C(Nc1c2c(nn1-c1ccc(F)cc1)CS(=O)C2)c1c(F)cccc1Cl (stereo unspecified),i
CCOC(=O)c1c(NC(=O)CSc2cn(CC)c3ccccc23)sc2c1CCC2,i
CN(Cc1ccccc1)C(=O)CNS(=O)(=O)c1cccs1,i
Cc1cccc(-n2ccnc2CN2CCCC(N3CCC(CO)CC3)C2)c1 (stereo unspecified),i
CS(=O)(=O)NC1CCN(c2nccc(CCC(F)(F)F)n2)CC1,i
COc1ccccc1S(=O)(=O)Cc1ccc(C(=O)N2CCCC2)o1,i
Cc1c(NC(=O)c2cc(-c3ccc(F)cc3)on2)c(=O)n(-c2ccccc2)n1C,i
CCc1ccc(-c2nccn2CCCn2ccnc2)nc1,?
O=C(NC(=O)c1ccccc1)Oc1ccc([N+](=O)[O-])cc1,i
CC(C)C/C=C(\CN1CCN2C(=O)CNC(=O)C2C1)c1ccccc1 (stereo unspecified),i
COc1cc2c(cc1OC)C(C1=NC(C)(C)Cc3cc(OC)c(OC)cc31)=NC(C)(C)C2,i
Cc1ccc(-c2nnc([C@H]3CCN(c4ncccn4)C3)o2)cc1,?
Cc1cc2n(n1)C(c1ccc(Cl)cc1)CC(c1ccccc1)=N2 (stereo unspecified),30.0%*!
CCCCc1c(C#N)c(N)nc2sc(C(=O)c3ccc([N+](=O)[O-])cc3)c(N)c12,i
CCn1c(C2CCCN(C(=O)COc3ccc4c(c3)OCO4)C2)n[nH]c1=O (stereo unspecified),i
COc1ccc(NC2=Nc3ccccc3CC2)cc1,i
CC(C)(C)c1[nH]nc2c1C(c1ccccc1Br)C(C#N)=C(N)O2 (stereo unspecified),i
O=C(C1CCN(S(=O)(=O)c2cccc3cccnc23)CC1)N1CCN(Cc2ccccc2)CC1,?
O=C(NCc1cccnc1)c1ccc(N2CCC(NCc3cccc(C(F)(F)F)c3)CC2)cc1,i
NC(=O)N1CCN(C(=O)c2ccc(CSc3ccccn3)cc2)CC1,i
Cc1nc(C2CCNCC2)cc(N2CCC(C(=O)NCc3ccccn3)CC2)n1,i
COc1cccc(C2CC(c3ccccc3Cl)n3nc(N)nc3N2)c1 (stereo unspecified),i
COc1ccc(OC)c(C(=O)c2coc3ccc(OCC(=O)O)cc23)c1,i
CN(C)S(=O)(=O)N1CCC2(CCCN(CC3CCCCC3)C2=O)C1 (stereo unspecified),i
CC(=O)N(CCN(C(C)=O)c1ccccc1C)c1ccccc1C,i
COc1cc(OC)cc(C(=O)Nc2c3c(nn2-c2ccc(Cl)cc2)CSC3)c1,i
CN(Cc1nc(-c2cccs2)no1)Cc1n[nH]c2c1CCCCC2,i
COc1ccc(-c2nn(-c3ccccc3C)cc2CNCc2ccc(C)o2)cc1F,?
CC1=C(C#N)C(c2cccnc2)C2=C(CC(c3ccc(Cl)cc3)CC2=O)N1 (stereo unspecified),?
CC(=O)Nc1cccc(C(=O)NC(C)c2cnn(-c3ccccn3)c2C)c1 (stereo unspecified),i
Cc1ccc2[nH]c(Sc3nc4c(c(=O)n(C)c(=O)n4C)n3C)nc2c1C,i
CS(=O)(=O)N1C[C@H]2CNC[C@@]2(C(=O)N2CCc3ccccc3C2)C1,?
COC(=O)C1C(=O)C2=C(CC1C)NC(C)=C(C(=O)OCc1ccc(OC)cc1)C2c1ccc(C)o1 (stereo unspecified),?
CC(=O)N[C@@H]1C[C@H](Cc2ccccc2)O[C@H](c2cc(C(C)(C)C)n[nH]2)C1,i
C=CCNC(=O)C1CC=CCC1C(=O)Nc1ccccc1 (stereo unspecified),i

Carrying on:
molecule,ST2 IL33 inh
O=C(N[C@H]1CCN2C(=O)c3cc(-c4ccccc4F)ccc3NC(=O)[C@H]12)c1cnccn1,i
CCOC(=O)Nc1ccc([N+](=O)[O-])cc1OC,i
NC(=O)c1cnc2n1CCN(C(=O)c1ccccc1N1CCOCC1)C2,i
Cc1cc2nc(-c3ccc(C)c(N)c3)oc2cc1C,i
Cc1ccc(C2=NN(C(=O)c3ccccc3Br)C(O)(C(F)(F)F)C2)cc1 (stereo unspecified),i
Cc1cc(C(=O)NCc2cccnc2N2CCc3ccccc3C2)no1,i
CCOC(=O)c1[nH]c(C)c(CC(C)C)c1C,?
CCCCNC(=O)Cn1cnc2c1c(=O)n(C)c(=O)n2C,i
C=CCN(CC=C)S(=O)(=O)c1ccc(C(=O)Nc2nc3c(s2)CC(C)CC3)cc1 (stereo unspecified),i
CCc1nc2c(sc3nc(N4CCOCC4)c4c(c32)CC(C)(C)OC4)c(=O)o1,i
Cc1cccc(OCC(=O)Nc2sc3c(c2C#N)CCC3)c1C,i
CC(Sc1nnc2n(C)c3ccccc3n12)C(=O)O (stereo unspecified),i
C=C(C)COc1cccc(C(=O)N2CCC(NS(C)(=O)=O)CC2)c1,i
O=C(Nc1ccc(Br)cc1C(=O)O)c1ccc([N+](=O)[O-])cc1,i
O=C(Cc1c(C(=O)O)[nH]c2ccccc12)NCCN1CCN(c2ccccc2F)CC1,i
COc1ccc(CC(=O)N(C)CC2CCCN(CCc3ccc(Cl)cc3)C2)cc1 (stereo unspecified),i
CCc1nc2ccccc2c(NC(=O)CNC(C)(C)CC(C)(C)C)c1C,i
O=C(N[C@H]1CCN2C(=O)c3cc(-c4cccs4)ccc3NC(=O)[C@H]12)c1cccc(F)c1,i
